Screening results (PubChem)
LEDGF integ inh: blocks HIV-1 LEDGF/p75-dependent DNA integration. 370,000 compounds, 0.64% hits. AID 743269. inhibition, % at 3.7 µM. TR-FRET IN-LEDGF/p75 DNA integration, Eu/Cy5;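 active = inhibition above the screen-wide mean plus 3 SD, cut at about 13% in these data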;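 also: signal is the Cy5 over europium emission ratio at 671 and 618 nm; 0% = plate median of compound wells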
SIAE inh: human SIAE inhibition, primary screen; SIAE FP-Rh probe binding, fluorescence polarization; inhibition, % at 9.66 µM; 370,000 compounds, 0.69% hits; AID 1053197;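 active = inhibition above a cutoff: mean of compounds within the control limits plus 3 SD of those, cut at about 17% in these data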;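 also: 0% = plate median of compound wells and 100% = probe without SIAE protein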
TDP2 absorb: TDP2 (human) inhibition, absorbance primary screen | O95551 | recombinant TDP2, T5PNP hydrolysis, p-nitrophenol absorbance 415 nm | inhibition, % at 12.8 µM | 370,000 compounds, 0.34% hits | AID 720702;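 active = inhibition above the mean of all tested compounds plus 3 SD, set per campaign, cut at about 25% in these data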;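 also: 0% = DMSO with enzyme and 100% = buffer with substrate but no TDP2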
Target sequence (O95551 whole entry, looked up): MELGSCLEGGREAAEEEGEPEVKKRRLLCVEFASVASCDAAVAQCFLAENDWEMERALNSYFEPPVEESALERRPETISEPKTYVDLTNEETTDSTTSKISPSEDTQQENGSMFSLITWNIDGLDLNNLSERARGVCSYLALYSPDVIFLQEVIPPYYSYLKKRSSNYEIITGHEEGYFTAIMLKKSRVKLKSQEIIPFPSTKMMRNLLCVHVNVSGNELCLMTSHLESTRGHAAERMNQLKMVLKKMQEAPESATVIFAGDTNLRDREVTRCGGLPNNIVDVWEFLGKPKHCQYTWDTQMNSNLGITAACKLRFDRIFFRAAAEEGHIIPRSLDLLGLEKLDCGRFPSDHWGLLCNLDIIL
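System: recombinant human TDP2 / Amount: 120 nM TDP2 per well / Also added: 5 mM T5PNP chromogenic substrate / Doses: 12.8 µM single point, 1% DMSO / Incubation: 2 h at 37 °C / Detection: p-Nitrophenol epi absorbance / Evaluation: % inhibition relative to enzyme-containing and enzyme-free wells / Repeats: singlicate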
PRMT1 inh: inhibitors of human PRMT1; recombinant PRMT1, activity-based probe fluorescence polarization; Q99873; 370,000 compounds, 1.3% hits; inhibition, % at 2.79 µM;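 active = inhibition above about 21% made by adding two undisclosed values, limit read from the data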
Target sequence (Q99873 whole entry, looked up): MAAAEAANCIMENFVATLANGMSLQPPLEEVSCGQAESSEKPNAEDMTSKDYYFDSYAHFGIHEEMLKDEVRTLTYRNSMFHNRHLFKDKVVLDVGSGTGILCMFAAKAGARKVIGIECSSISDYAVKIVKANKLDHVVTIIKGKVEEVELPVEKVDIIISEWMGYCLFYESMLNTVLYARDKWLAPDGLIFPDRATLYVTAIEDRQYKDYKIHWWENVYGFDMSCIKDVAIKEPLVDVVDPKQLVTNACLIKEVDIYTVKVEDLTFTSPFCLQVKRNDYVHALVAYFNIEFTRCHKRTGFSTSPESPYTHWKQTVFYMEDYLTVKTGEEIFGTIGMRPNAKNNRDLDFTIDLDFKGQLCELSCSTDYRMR
rCAG RNA binder: binds r(CAG) RNA repeats; r(CAG) RNA repeat, TO-PRO-1 dye displacement fluorescence; inhibition, % at 3 µM; 370,000 compounds, 1.3% hits; AID 651821;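 active = inhibition above the plate cutoff, the mean of all test compounds on that plate plus 3 SD, cut at about 35% in these data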;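 also: 0% = DMSO alone and 100% = 100 µM mitoxantrone as full dye displacement; higher means more dye released from RNA so lower well fluorescence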
TCR-CD3 inh: blocks the human TCR-CD3 interaction | 360,000 compounds, 0.37% hits | AID 651800 | TAMRA-labeled TCR probe fluorescence, biochemical | inhibition, % at 9.4 µM; in the data active = inhibition above about 19%;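 also: recombinant mutant TCR 2C K166C tagged with TAMRA read by polarization; 0% = receptor in buffer alone and 100% = receptor with positive control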
mABHD4 FP: inhibitors of mouse ABHD4; 370,000 compounds, 0.54% hits; inhibition, % at 8.92 µM; AID 720543; Q8VD66; purified mABHD4, FP-Rh probe fluorescence polarization;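 active = inhibition exceeding the mean over every tested compound plus 3 SD, cut at about 30% in these data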;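 also: 0% = plate median of compound wells and 100% = S159A mutant with DMSO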
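Material: mouse ABHD4 enzyme, wild type; Benchmarks: S159A mutant high control, sample median low control; Buffer or medium: HEPES pH 7.0, NaCl, Pluronic buffer; Signal: fluorescence polarization; Read-out: percent inhibition of probe binding, normalized to plate controls; Timing: pre-incubation 45 min, probe exposure 60 min, at 25 °C; Dosing: 8.92 µM, single dose.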
MBD2 DNA inh: inhibitors of human MBD2 binding to methylated oligonucleotide; Q9UBB5; TR-FRET; 370,000 compounds, 0.31% hits; AID 686964; inhibition, % at 4.4 µM; in the data active = inhibition above about 13%
HTRA1 inh: HTRA1 (human) protease inhibition. recombinant HTRA1, FP-rhodamine activity-based probe, fluorescence polarization. 340,000 compounds, 0.5% hits. Q92743. inhibition, % at 5.96 µM; in the data active = inhibition above about 36%;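 also: 0% = enzyme with DMSO and 100% = wells lacking enzyme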
GC-B act: GC-B (human) receptor activation; HEK293-GC-B cells, CNP EC30, cGMP TR-FRET; 0% at EC30 CNP, 100% saturating CNP; activation, % at 10 µM; AID 1920062; 370,000 compounds, 0.11% hits;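 active = activation at 10 µM reaching about 35% in either raw or pattern-adjusted values, limit read from the data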
Active calls of the source: *; nt = not tested or not shown.

SMILES,GC-B act,mABHD4 FP,MBD2 DNA inh,LEDGF integ inh,SIAE inh,HTRA1 inh,TCR-CD3 inh,TDP2 absorb,rCAG RNA binder,PRMT1 inh
O=c1[nH]c(SCc2nc3ccccc3n2Cc2ccccc2)nc2ccccc12,-2,-7,8,-1,-10,-10,1,-3,9,5
CC(Oc1ccccc1)c1ccnn1S(=O)(=O)c1ccccc1 (stereo unspecified),-6,-20,1,1,3,-2,-5,-16,2,-1
O=C(OCC#CCSc1nnc(-c2cccc3ccccc23)o1)c1ccc(F)nc1,-5,-17,8,2,-11,nt,nt,-1,nt,12
COc1cccc(/C=N/NC(=O)CNC(=O)C(c2ccccc2)c2ccccc2)c1O,-3,8,2,-10,0,12,-2,-3,11,-1
Cc1ccc(NC(=O)OC2CC3CC2[C@H]2CCCCN2C3)cc1 (stereo partly specified),-1,-5,-2,-1,1,nt,nt,4,3,-1
Cc1ccc(C)c(N2CCN(C(=O)c3ccc4nsnc4c3)CC2)c1,1,4,-4,-3,0,5,5,-3,-6,1
CC(C)N1C(=S)SC(C)(C)C1n1oc(=O)n(-c2ccc(Cl)c(Cl)c2)c1=O (stereo unspecified),-1,-4,5,0,-7,-10,-6,-4,2,2
O=C1COc2ccc(-c3csc(=Nc4ccc(OC(F)F)cc4)n3CC3CCCO3)cc2N1 (stereo unspecified),4,-7,-3,4,7,4,-6,-11,-1,-1
O=C1NC[C@@H](CCCCN2C[C@H](Cc3ccc(O)cc3)N(Cc3ccccc3)C(=O)C2=O)N(CCC2CCCCC2)C1=O,3,1,2,-5,2,nt,-1,5,2,2
CC1CCN(C(=O)C(NS(=O)(=O)c2cccc3nsnc23)c2ccccc2)CC1 (stereo unspecified),-7,-2,-4,0,-3,4,-2,13,2,3
CN(CCO)CCOCCOc1cccc2ccccc12,-2,7,-6,0,6,2,-4,-7,4,-2
NC(=O)c1ccccc1NC(=O)CCCc1ccccc1,5,-4,5,-1,-3,4,-3,5,-3,5
COC(=O)C(NC(=O)C(C)NC(=O)OCc1ccccc1)C(C)C (stereo unspecified),3,1,-2,-1,1,-1,0,-5,-3,-3
CCCc1nc2ccccc2n1C(=S)SC,-3,-27,-1,2,6,2,3,7,-5,-2
COc1ccc(S(=O)(=O)N2CC=C(C(=O)Nc3ccc(NC(C)=O)cc3)CC2)cc1,-3,5,0,-5,-5,4,-6,9,-2,1
C/C(=N\OCC(=O)Nc1ccccc1C(=O)O)c1cccs1,1,-11,0,-2,2,3,-2,3,6,1
C/C(=N\NC(=O)C(N)=O)c1cccc(C(F)(F)F)c1,-3,1,-3,2,5,-3,9,7,-1,-1
O=C(c1cccs1)N1CCN(Cc2cccnc2)CC1,2,12,7,0,1,2,0,17,-4,1
CCc1ccc(S(=O)(=O)N/N=C\c2ccc3c(c2)OCO3)cc1,5,-1,4,3,-2,-1,0,8,8,0
COC(=O)c1oc2ccccc2c1-n1cccc1,3,5,3,3,2,-8,2,-4,3,-1
COc1cc(C2C(C#N)=C(C)NC3=C2C(=O)CC(C)(C)C3)ccc1OCCO (stereo unspecified),-1,-4,-4,1,-1,-4,2,-5,-1,-2
CCOc1ncccc1C(=O)OCC(=O)Nc1c(C)cccc1C,2,5,-2,1,2,-1,0,-16,-1,0
CCOc1c(C)cnc2c1c(=O)n(Cc1cccc(Cl)c1)c(=O)n2C,6,2,-2,1,-3,-10,-9,9,0,1
O=C(NC(Cc1nn[nH]n1)C(=O)OCc1ccccc1)OCc1ccccc1 (stereo unspecified),-1,6,6,-6,1,4,-4,-3,6,0
O=c1o[nH]c(-c2ccccc2)c1N=Nc1c(F)cccc1Cl,-3,7,3,0,2,11,6,7,15,-1
C=CCN(Cc1ccco1)S(=O)(=O)c1ccc(Cl)cc1,1,13,5,-3,-4,-5,3,-6,8,-2
Cc1nn(-c2ccccc2)c(C)c1C(=O)OCC(=O)N(C)C1CCS(=O)(=O)C1 (stereo unspecified),1,-2,1,-4,-1,5,2,-6,3,3
O=C(Nc1cccc2nsnc12)c1ccc(-c2ccc(Br)cc2)o1,-10,5,-8,10,5,-11,-2,25*,22,15
Cc1ccc(-n2c3c(c(O)c(-c4ccccc4)c2=O)C(=O)CC(C)(C)C3)cc1,-1,-8,4,2,2,-3,3,-4,-5,-4
Cn1c2c(c(=O)[nH]c1=O)C(c1cccc(O)c1)C1=C(N2)c2ccccc2C1=O (stereo unspecified),11,-2,4,2,-4,-1,5,14,18,-2
CN(CC(=O)Nc1ccc(S(N)(=O)=O)cc1)c1ccccc1,-1,0,3,-1,0,3,0,9,0,3
Cc1cccc(-n2ncc3c2CCCC3NC(=O)Cc2c(C)noc2C)c1C (stereo unspecified),0,5,3,1,3,8,-1,3,-10,-1
NC(=O)COC(=O)c1cccc(S(=O)(=O)N2CCN(c3ccc(F)cc3)CC2)c1,-4,1,-5,2,7,0,3,-2,-3,-2
CC(=O)c1ccc(NC(=S)Nc2cccc3ccccc23)cc1,2,14,-2,2,32*,8,-6,20,14,3
COc1ccc(N(C(=O)CNC(=O)c2ccco2)C(C(=O)NC2CCCC2)c2ccncc2)cc1 (stereo unspecified),-8,5,5,0,1,1,0,1,-5,2
CC(NC(=O)COC(=O)c1cc(NS(=O)(=O)c2ccc(Cl)c([N+](=O)[O-])c2)ccc1O)C1CC2CCC1C2 (stereo unspecified),2,-29,-3,-2,-29,-41,-1,11,44*,2
O=C(CN1C(=O)NC2(CCc3ccccc32)C1=O)c1ccc(F)c(F)c1 (stereo unspecified),2,-10,-1,-1,-5,-4,-2,-9,-1,1
Cc1ccc(NC(=O)CN(C)C(=O)C2CSC3(C)CCC(=O)N23)cc1 (stereo unspecified),3,0,-4,1,-3,2,6,3,3,0
Cc1cc(C)nc(-n2nc(C)cc2NC(=O)CNCc2ccccc2)n1,-4,-14,9,4,0,1,-3,-3,-5,1
CCNC(=O)Nc1ccccc1C(=O)OC,1,5,2,-4,2,2,1,6,3,3
O=S(=O)(c1ccccc1)N1CCN(CCOc2ccc(F)cc2)CC1,0,4,0,3,-5,1,-3,1,1,2
CCOC(=O)c1c(NC(=O)c2ccccc2Cl)sc2c1CCc1ccccc1-2,0,-1,0,-4,-8,-30,0,1,7,2
Cc1ccc2nc(Cl)c(C3CC(c4cccs4)=NN3C(=O)CCC(=O)O)cc2c1 (stereo unspecified),-2,15,4,-3,-4,2,2,-6,0,1
O=C(CSc1nncs1)Nc1nnc(-c2ccccc2)o1,-11,0,1,0,5,2,-4,-1,-1,5
COc1ccc(Nc2nc(-c3ccccc3)c(C(=O)Nc3cccnc3)s2)cc1,3,0,3,-1,7,-1,-4,-7,0,3
CCOC(=O)Cc1c(-c2cccc(Br)c2)nc2c3ccccc3ccn12,1,-23,4,-3,-11,nt,0,-12,6,10
COc1ccc(Cl)cc1NC(=O)CN(C)C(=O)CCC(=O)c1cc(C)sc1C,-15,0,-1,0,4,-13,-6,-9,-3,2
CCOc1cc2[nH]c(=O)n(CCCN3CCN(c4ccc(OC)cc4)CC3)c(=O)c2cc1OCC,-3,3,0,-1,-2,0,9,-8,-3,0
CCc1nnc(NC(=O)Nc2ccc(OC)cc2)s1,5,2,-3,1,-3,6,1,6,24,2
O=C(NCc1ccc2c(c1)OCO2)c1ccc(=O)[nH]c1,-6,3,1,-4,8,1,0,12,2,0
CCCN(CC(=O)Nc1ccccc1C)C(=O)c1ccc2c(c1)S(=O)(=O)N=C1CCCCCN12,-3,0,1,-10,-1,24,-6,-3,0,0
COc1ccccc1N1C(=O)C2CC=CC(C)C2C1=O (stereo unspecified),-2,-6,8,-6,-2,3,-6,3,5,0
Cc1c(C2N3CC4(C)CN2CC(C)(C3)C4=O)c2ccccc2n1C (stereo unspecified),-3,6,1,-1,-1,-3,0,-6,0,-2
COc1ccc(C)cc1NCC(=O)Nc1ccc(C(C)(C)C)cc1,3,0,3,0,3,-5,4,-15,-3,0
COc1cc(C(=O)Nc2cc(C(F)(F)F)ccc2N2CCOCC2)ccc1OCC(=O)N1CCOCC1,1,-2,-1,-3,3,0,9,-6,-7,-2
CCOC(=O)/C=c1\s/c(=C\c2ccc3c(c2)OCCO3)c(=O)n1CC(=O)NCC1CCCO1 (stereo unspecified),-2,-7,2,2,-5,-9,-9,0,9,2
COc1ccc(-c2nc(CN3CCC(c4ccccc4)CC3)c(C)o2)cc1OC,-1,2,-1,3,2,-5,0,0,-6,1
Fc1ccc(/C=N/Nc2nnnn2-c2ccccc2)cc1,-12,3,2,0,-1,-20,-3,3,3,1
Cc1cc2c(cc1S(=O)(=O)CCC(=O)N(C)Cc1ccccc1)OCC(=O)N2,3,7,3,-1,5,4,-3,6,0,0
COc1ccc(-c2cc(C(=O)OCC(=O)NC3CC3)c3ccccc3n2)cc1OC,3,-8,-6,1,-15,-10,6,7,1,-1

Four compounds picked at random from those above, as already listed:
SMILES,GC-B act,mABHD4 FP,MBD2 DNA inh,LEDGF integ inh,SIAE inh,HTRA1 inh,TCR-CD3 inh,TDP2 absorb,rCAG RNA binder,PRMT1 inh
COc1cc(C(=O)Nc2cc(C(F)(F)F)ccc2N2CCOCC2)ccc1OCC(=O)N1CCOCC1,1,-2,-1,-3,3,0,9,-6,-7,-2
Cc1nn(-c2ccccc2)c(C)c1C(=O)OCC(=O)N(C)C1CCS(=O)(=O)C1 (stereo unspecified),1,-2,1,-4,-1,5,2,-6,3,3
CN(CCO)CCOCCOc1cccc2ccccc12,-2,7,-6,0,6,2,-4,-7,4,-2
Cc1ccc(NC(=O)OC2CC3CC2[C@H]2CCCCN2C3)cc1 (stereo partly specified),-1,-5,-2,-1,1,nt,nt,4,3,-1

(further entries)
SMILES,GC-B act,mABHD4 FP,MBD2 DNA inh,LEDGF integ inh,SIAE inh,HTRA1 inh,TCR-CD3 inh,TDP2 absorb,rCAG RNA binder,PRMT1 inh
COc1ccc2ccc(OCC(=O)N3c4ccccc4NC(=O)CC3C)cc2c1 (stereo unspecified),-1,1,1,-3,-1,0,5,2,-1,-3
CCCCOC(=O)n1c(=S)oc2cc(Cl)ccc21,1,-9,-5,3,1,0,-5,4,-2,-2
CC(=O)c1cccc(N(CC(=O)NC2CCCCC2)C(=O)CCC(=O)Nc2nc(C)cs2)c1,-1,8,1,-2,2,-4,2,-9,-7,-9
CCN(C(=O)c1ccnc(C(C)(C)C)c1)c1ccccc1,1,2,0,1,3,2,5,6,-9,0
Cc1cc(-c2ccc3c(c2)COc2c4ccccc4nn2-3)on1,-2,31*,0,-3,-3,-1,5,-6,8,8
CC(=O)c1c(Cl)nc2ccc(Br)cc2c1-c1ccccc1,-10,-9,3,-1,-12,-3,5,-22,2,0
S=C(S)N1CCCC1,5,1,1,-2,2,6,5,6,1,7

A portion of the library (hit frequency here may not be typical).
